# High-throughput results (PubChem BioAssay)
# Cneo AK release: causes C. neoformans cell lysis | adenylate kinase release luminescence, 4 h; normalised: neutral wells 0, clomiphene wells 100 | lysis activity, % at 15 µM | hit rate 0.2% among 360,000;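 active means mean lysis activity across replicates of at least 80%, whatever share of replicates individually reach that level; inactive means mean lysis activity below 80%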
#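 Schedule: static 4 h at 37 °C with compound, 1 h detection; system: C. neoformans cells; benchmarks: Clomiphene as positive control; buffer or medium: fresh YPD medium; measure: luminescence rise reflecting yeast cell lysis; measured by: luminescent adenylate kinase detection reagent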
# CFTR F508del cor: CFTR F508del correction in bronchial cells. hit rate 0.36% among 350,000. activity (quench increase), % at 7.58 µM. CFBE cells, YFP halide quenching; stimulated with forskolin plus potentiator P3; % fluorescence drop versus neutral controls;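 active means mean added fluorescence quench of at least 8% versus neutral control, with both replicates also reaching 8%; inconclusive means only one of the mean or replicate conditions met; inactive means mean below 8% and not both replicates reaching 8%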;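 further: cells transiently co-express mutant CFTR-F508del with the halide-sensitive YFP; corrector assay measuring rescue of mutant channel to the surface after 24 h compound exposure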
# C2C12 statin: suppression of simvastatin myotoxicity; C2C12 myotubes + simvastatin, ATP luminescence, 48 h; scaled: DMSO 0, geranylgeraniol control 100; rescue of ATP level, % at 7.49 µM; hit rate 0.78% among 330,000; AID 602340;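 active means mean ATP rescue above about 67%, or every replicate alone reaching that limit, limit read from the data, passing the limit was not always enough; inconclusive means no clear call, values can overlap the other calls; inactive means mean under the limit and some replicate under it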;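 further: myotubes were challenged with 10 µM simvastatin during compound exposure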
# INS-1E GSIS act: primary screen for activators of insulin secretion dependent on glucose, INS-1E cells, GLuc reporter luminescence; activation, % at 16.6 µM; hit rate 0.61% among 370,000; INS-1E GLuc reporter insulin secretion, 2-3 h;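 active means lowest replicate activation of at least 40%, so every replicate reaches that level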;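 further: 0% = median of neutral control wells and 100% = median of IBMX positive control wells; some compounds called inactive have numbers as strong as hits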
# FN deposition inh: fibronectin deposition inhibition | inhibition, % at 12.6 µM | AID 743247 | AH1F fibroblasts, Alexa488-fibronectin deposition fluorescence, overnight | hit rate 0.086% among 350,000;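 active means mean inhibition across replicates of 30% or more, regardless of how many single replicates reach that level; inconclusive means mean under 30% yet at least half of replicates reach 30%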;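 further: positive control wells lacked labelled fibronectin entirely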
#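 Material: AH1F fibroblasts assembling fluorescent fibronectin matrix; amount: 10000 AH1F cells/well; medium: DMEM, 2% serum; reagent: Alexa488-fibronectin, 24 nM final in well; dosing: single compound dose, delivered by pin transfer; incubation: 1 h adhesion, overnight exposure; detection: fluorescence after three HBSS washes, excitation 485 nm, emission 525 nm; measure: fibronectin deposition inhibition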
# PglD inh: inhibitors of Campylobacter jejuni PglD acetyltransferase | purified PglD enzyme, DTNB colorimetric CoA detection | inhibition, % at 12.5 µM | hit rate 0.098% among 360,000; in the data active means inhibition above about 16%, passing the limit was not always enough; inconclusive means no clear call, values can overlap the other calls; further: strong numbers were not always called active
# PGC1a acetyl inh: lowers PGC1a acetylation signal in U2OS cells; AlphaScreen anti-acetyl-lysine; with virally co-expressed GCN5 acetyltransferase; inhibition, % at 15.6 µM; hit rate 0.17% among 350,000; AID 651687;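 active means every replicate shows inhibition of at least 40%; inconclusive means mean inhibition at least 40% but some replicate below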;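 further: 0% = neutral control wells and 100% = positive control wells; some results beyond the cut were filed as inactive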
# miR-122 sensor: miR-122 inhibition in Huh7 cells. activation (reporter increase), % at 12.5 µM. Huh7 miR-122 Renilla luciferase sensor, 48 h; neutral wells = 0, positive control = 100. hit rate 0.3% among 340,000;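 active means mean replicate activation score at least 90 and every replicate individually at or above 90; inconclusive means only one of the two criteria met; inactive means neither criterion met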;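 further: higher luciferase means less miR-122 activity so hits act as miR-122 inhibitors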
# Starred values were filed as active, the others as inactive; ? = inconclusive; . = not tested or not shown; & = joins results of further samples; [ ] = another dose, or the depositor's remark. This is a random part of the collection. About 2.1% of those tested had a hit in this group.
SMILES,Cneo AK release,CFTR F508del cor,C2C12 statin,INS-1E GSIS act,FN deposition inh,PglD inh,PGC1a acetyl inh,miR-122 sensor
Cc1nc(SCC(=O)N2CCC(C(N)=O)CC2)n[nH]1,.,.,8,-1,.,.,4,-3
CC(C)NC(=O)N[C@@H]1CC[C@H](CCNC(=O)C2CCC2)O[C@@H]1CO,-4,-0.7,5,30,.,4,0,2[16.7 µM]
COc1cc(Cl)c(C)cc1NC(=O)CN1CCCCCC1,1,-3.7,-49,15,-1,-3,21,-2
CC(C)CN1C(=O)NC(NC(=O)c2cccnc2)(C(F)(F)F)C1=O (stereo not given),0,-0.9,-26,5,.,7,-7,-3
NC(=O)c1oc2ccccc2c1NC(=O)c1ccc(F)cc1,1,1.9,-4,6,4,-4,3,5
COc1ccccc1NC(=O)Cc1nnc(SCC(=O)NC2=NCCS2)n1C,0,-2.1,1,-8,3,-2,-9,-6
C[C@H](CO)N1C[C@H](C)[C@H](CN(C)Cc2ccc(C(F)(F)F)cc2)Oc2c(NC(=O)c3ccncc3)cccc2C1=O,-4,-1.0,15,-5,10,0,10,15[16.7 µM]
Cn1c(=O)[nH]c(=O)c2c1nc(SCCO)n2Cc1ccccc1Cl,-1,1.5,-3,27,-4,-2,6,-3
Cc1ccc(NC(=O)CCc2nc3sc4c(c3c(=O)[nH]2)CCCC4)c(Br)c1,0,.,-14,.,.,5,3,-4
O=C(CC1C(=O)NCCN1Cc1cccc(F)c1)NC1CCCCC1 (stereo not given),1,1.2,-4,.,3,-5,.,-4
COc1cccc(-c2ccc(C3[C@@H]4CN(Cc5ccccn5)C[C@H]3N4)cc2)c1 (stereo not given in full),.,-0.9&-2.4,.,6&-6,-8&-8,.,-56&-9,.
COC(=O)CN(c1ccccc1OC)S(=O)(=O)c1ccccc1,-3,.,-11,13,-10,15,-3,-1
CCO[C@@H]1OC(C(=O)N2CCN(Cc3ccccc3)CC2)=C[C@H](C2CCCCC2)[C@H]1CCCO,3,-1.5,.,.,.,1,-5,.
O=C(O)C[C@]1(C(=O)Nc2ccc(F)cc2)CC(/C=C/c2ccccc2)=NO1,-1,0.2,3,-4,-6,1,5,-8
C[C@@H]1CCCCO[C@H](CN(C)Cc2ccccc2)[C@@H](C)CN([C@@H](C)CO)C(=O)c2cc(NC(=O)Nc3cccc4ccccc34)ccc2O1,-4,1.0,.,-32,6,-37,-31,-19[16.7 µM]
CCN(CC(=O)Nc1ccc2c(c1)OCCO2)C(=O)/C=C/c1ccc(OC)c(OC)c1,.,0.8,21,17,7,.,.,.
C[C@H](O)C#Cc1ccc2c(c1)O[C@H](CN(C)C(=O)Nc1ccccc1)[C@H](C)CN([C@H](C)CO)S2(=O)=O,0,3.8,29,4,-5,0,-2,12[16.7 µM]
C/C=C/c1ccc2c(c1)O[C@H](CN(C)CC1CC1)[C@H](C)CN([C@@H](C)CO)S2(=O)=O,.,-0.7,-33,7,-25,.,5,-4[16.7 µM]
Cc1cc(C(=O)NNC(=O)COc2c(C)cc(Br)cc2C)n[nH]1,0,0.6,2,1,-2,-3,-2,2
COc1cc(N(C)C)c([N+](=O)[O-])cc1C(=O)N1CCN(Cc2ccccc2)CC1,-2,-2.0,-9,-2,-14,-8,18,-8

# Twelve entries from above in another layout:
# The line under a structure holds: Cneo AK release | CFTR F508del cor | C2C12 statin | INS-1E GSIS act | FN deposition inh | PglD inh | PGC1a acetyl inh | miR-122 sensor
- Cc1ccc(NC(=O)CCc2nc3sc4c(c3c(=O)[nH]2)CCCC4)c(Br)c1
 : 0 | . | -14 | . | . | 5 | 3 | -4
- O=C(CC1C(=O)NCCN1Cc1cccc(F)c1)NC1CCCCC1 (stereo not given)
 : 1 | 1.2 | -4 | . | 3 | -5 | . | -4
- COc1cccc(-c2ccc(C3[C@@H]4CN(Cc5ccccn5)C[C@H]3N4)cc2)c1 (stereo not given in full)
 : . | -0.9&-2.4 | . | 6&-6 | -8&-8 | . | -56&-9 | .
- COC(=O)CN(c1ccccc1OC)S(=O)(=O)c1ccccc1
 : -3 | . | -11 | 13 | -10 | 15 | -3 | -1
- CCO[C@@H]1OC(C(=O)N2CCN(Cc3ccccc3)CC2)=C[C@H](C2CCCCC2)[C@H]1CCCO
 : 3 | -1.5 | . | . | . | 1 | -5 | .
- O=C(O)C[C@]1(C(=O)Nc2ccc(F)cc2)CC(/C=C/c2ccccc2)=NO1
 : -1 | 0.2 | 3 | -4 | -6 | 1 | 5 | -8
- C[C@@H]1CCCCO[C@H](CN(C)Cc2ccccc2)[C@@H](C)CN([C@@H](C)CO)C(=O)c2cc(NC(=O)Nc3cccc4ccccc34)ccc2O1
 : -4 | 1.0 | . | -32 | 6 | -37 | -31 | -19[16.7 µM]
- CCN(CC(=O)Nc1ccc2c(c1)OCCO2)C(=O)/C=C/c1ccc(OC)c(OC)c1
 : . | 0.8 | 21 | 17 | 7 | . | . | .
- C[C@H](O)C#Cc1ccc2c(c1)O[C@H](CN(C)C(=O)Nc1ccccc1)[C@H](C)CN([C@H](C)CO)S2(=O)=O
 : 0 | 3.8 | 29 | 4 | -5 | 0 | -2 | 12[16.7 µM]
- C/C=C/c1ccc2c(c1)O[C@H](CN(C)CC1CC1)[C@H](C)CN([C@@H](C)CO)S2(=O)=O
 : . | -0.7 | -33 | 7 | -25 | . | 5 | -4[16.7 µM]
- Cc1cc(C(=O)NNC(=O)COc2c(C)cc(Br)cc2C)n[nH]1
 : 0 | 0.6 | 2 | 1 | -2 | -3 | -2 | 2
- COc1cc(N(C)C)c([N+](=O)[O-])cc1C(=O)N1CCN(Cc2ccccc2)CC1
 : -2 | -2.0 | -9 | -2 | -14 | -8 | 18 | -8

# (cont.)
SMILES,Cneo AK release,CFTR F508del cor,C2C12 statin,INS-1E GSIS act,FN deposition inh,PglD inh,PGC1a acetyl inh,miR-122 sensor
CCCCOC(=O)Cn1c(=O)n(CC(=O)OCCCC)c2ccccc21,3,.,25,-12,.,2,0,0
Cc1cc(NC(=O)C(C)C)ncc1NC(=O)c1ccco1,-1,-0.9,-5,-4,-5,8,-15,-5
C[C@H](CO)N1C[C@H](C)[C@@H](CN(C)C(=O)Nc2ccc(C(F)(F)F)cc2)Oc2c(NS(=O)(=O)c3ccc(F)cc3)cccc2C1=O,3&3,-3.0&0.4,-5&-15,-11&-36,.,-2&3,4,45[16.7 µM]
Cc1ccc(S(=O)(=O)N(C)C[C@@H]2OCCCC[C@H](C)Oc3ccc(NC(=O)Cc4ccccc4)cc3C(=O)N([C@H](C)CO)C[C@@H]2C)cc1,39,-2.0,.,-34,-12,-7,-4,9[16.7 µM]
Cc1onc(-c2ccccc2Cl)c1C(=O)O/N=C(\N)c1cccc([N+](=O)[O-])c1,-2,1.2,-19,0,2,-4,-17,2
C[C@H](CO)N1C[C@H](C)[C@H](CN(C)CC2CCCCC2)Oc2c(NC(=O)C3CCCCC3)cccc2C1=O,0,0.3,-37,-4,.,-1,-1,84[16.7 µM]
Fc1cccc(Cn2ccc(-c3ccc4c(c3)OCO4)n2)c1,-7,.,.,.,-10,2,.,25
COc1ccc(-c2nc3ccccc3n2OC(C)C(=O)O)cc1 (stereo not given),.,-3.8,1,2,7,.,-3,-4
CCc1ccc(-c2nnn(Cc3nn[nH]n3)n2)cc1,9,.,1,.,2,-4,3,-1
CC1CCc2nn(CC(=O)N3CCc4ccccc43)cc2C1 (stereo not given),1,1.2,5,5,-9,1,-2,-3
COc1ccc2nc3n(c(=O)c2c1)-c1cc2ccccc2cc1C(=O)NC3Cc1ccc(O)cc1 (stereo not given),0,1.8,-18,-10,-1,-2,-5,9
Cc1csc(NC(=O)NC2(C(F)(F)F)Oc3ccccc3O2)n1,1,.,17,.,6,5,-75,0
C/C(=C\C(=O)c1ccccc1)NCc1ccc(F)cc1,-1,.,8,.,.,-2,4,15
CCC(C(=O)NCCCN1CCN(C)CC1)n1nc(C)c2sc3ccccc3c2c1=O (stereo not given),6,0.8,9,3,0,-3,-3,-4
COc1ccc(-c2cn[nH]c2-c2ccc(O)cc2O)cc1,1,-4.9,18,-5,11,-1,?,11
Cc1ccc(-c2nn[nH]n2)cc1Cl,-4,0.5,8,.,-8,4,9,-3
O=C(CN1CCN(S(=O)(=O)c2ccc(F)c(F)c2)CC1)Nc1ccccc1C(=O)NC1CC1,0,2.6,-4,-12,0,5,-3,-5
Cc1ccc(S(=O)(=O)Nc2cccc3c2O[C@@H](CN(C)Cc2ccc4c(c2)OCO4)[C@@H](C)CN([C@H](C)CO)C3=O)cc1,3,-1.3,-14,-14,.,-1,5,42[16.7 µM]
CN(C)CCCNc1nc2cc(-c3cccc(C(F)(F)F)c3)sc2c(=O)n1C,0,4.1,-5,45,-2,7,.,-6
COc1ccc(-c2cc3nc(C)cc(NCCO)n3n2)cc1,-1,.,-31,5,.,5,-8,4
COc1ccc(CC(=O)NNC(=O)c2cnccn2)cc1,0,6.3,6,5,23,0,10,7
COCC(=O)Nc1ccc2c(c1)[C@@H]1C[C@H](CC(=O)NCc3ccccc3)O[C@@H](CO)[C@@H]1O2,-1,-1.8&-1.4,-3,6,-3&-6,0,16&2,-4
COc1ccc(CN(C)C[C@@H]2Oc3ccc(NS(=O)(=O)c4cccs4)cc3C(=O)N([C@@H](C)CO)C[C@H]2C)cc1,4,0.7,.,11,7,2,-8,1[16.7 µM]
COc1ccc2[nH]c(C(=O)N/N=C/c3cc(OC)c(OC)c(OC)c3)cc2c1,-1,-9.9,14,-30,15,3,-6,59
CO[C@@H]1CN(C)C(=O)c2cc(NC(=O)NC3CCCCC3)ccc2OC[C@@H](C)N(CC2CCOCC2)C[C@@H]1C,-1,-1.6&-5.3,-8,16&9,0&11,2,-9,.
O=C(CN1C(=O)COc2ccc(Cl)cc21)Nc1ccc2c(c1)OCCO2,.,-0.5,4,-32,.,.,11,5
CCOC(=O)[C@@H]1[C@H]2COc3ccccc3[C@@H]2N2C(=O)N(c3ccc(Cl)cc3)C(=O)[C@]12C,0,-2.1,18,.,-17,0,1,-1
COCCN(C(=O)C1CCC1)c1c(N)n(CC(C)C)c(=O)[nH]c1=O,-1,-3.7,-6,55,0,-7,2,-6
CCCC#Cc1cnc2c(c1)C(=O)N([C@H](C)CO)C[C@@H](C)[C@H](CN(C)C(=O)Nc1ccc(OC)cc1)O2,-1,-1.5,26,3,-5,0,1,-1[16.7 µM]
COc1ccc(NC(=O)Cn2c(=O)n(CCC(=O)NCC3CCCO3)c(=O)c3cc(OC)c(OC)cc32)cc1 (stereo not given),2,-1.4,-3,4,5,1,-5,-1
COc1cc(-c2nc3ccc(C)cn3c2NCc2ccccc2)ccc1-c1cccc(Cl)c1,-1,-1.9,-2,13,8,-5,-20,7
Cc1c(C)n(C)c2ccc(C(=O)Nc3cccc4ccccc34)cc12,-5,.,.,.,.,-5,1,2
